Screening data (PubChem BioAssay)
RECQ1 inh – blocks DNA unwinding by human RECQ1; RECQ1 DNA unwinding, red fluorescence kinetic read; Potency, µM (series often up to 57.3 µM), without a hit: at the highest dose activity, negative = inhibition, most hits filed as inhibitors; 240,000 compounds, 0.54% hits; AID 2549;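 also: plate controls were vehicle for no effect and no enzyme for full effect; nearly all actives have a fitted effect of over 30% in size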
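50 nM RECQ1T1 preincubated 15 min with compound in Tris pH 8.0 buffer with MgCl2, DTT, Tween-20 and 2.5 ug/ml poly(dI-dC); started with 200 nM TAMRA/BHQ-2 forked duplex and 2 mM ATP. Unwinding read as fluorescence (525/598 nm), two reads 2 h apart.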
HTT cytoprotect – protects HTT-Q103 PC12 cells, measured by ATP. Potency, µM (titrated, usually from 56.4 µM), for inactives: cytoprotection (ATP increase), hits mostly activators. AID 1471. PC12 HTT-Q103 induced, cytoprotection, ATP luminescence, 40 h. 230,000 compounds, 0.14% hits;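 also: % of control where 0% means no effect; nearly all actives have a fitted effect of over 45% in size; toxic huntingtin expression switched on by the ecdysone agonist tebufenozide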
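PC12 cells stably carrying ecdysone-inducible Htt exon 1 (Q103)–GFP were induced with 100 nM tebufenozide (final) alongside library compounds in a dose series. Cytoprotection was scored as retained ATP by ATPlite luminescence.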
Tau fibril ThT – inhibitors of human tau fibril formation, thioflavin T binding; recombinant tau K18 P301L, heparin-induced fibrillization, ThT fluorescence; Potency, µM (series often up to 57.4 µM), for the others: top-dose activity, negative = inhibition, usual class: inhibitors; 270,000 compounds, 2.1% hits; also: % is scaled to controls: 0 for no effect and ±100 for the full control effect; nearly all actives have a fitted effect of over 55% in size
Target sequence (P10636 561-689 P618L limits assumed): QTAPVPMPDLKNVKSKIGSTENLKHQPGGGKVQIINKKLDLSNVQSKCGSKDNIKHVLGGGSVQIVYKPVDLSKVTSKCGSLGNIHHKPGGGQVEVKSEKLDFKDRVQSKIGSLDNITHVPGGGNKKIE
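ThT emission at 510 nm, taken 1 hr after adding 30 uM dye, quantifies aggregates formed when 20 uM heparin acts on human tau K18 P301L for 6 hr at 37 C.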
Tau fluor cs – counter-screen for tau fibril formation inhibitors; tau K18 P301L (four-repeat tau fragment) Alexa594 fluorescence, heparin fibrillization; Potency, µM (highest dose often 57.7 µM), for the others: at the top dose activity change, negative = decrease; 280,000 compounds, 0.93% hits; also: % is scaled to controls: 0 for no effect and ±100 for the full control effect; nearly all actives have a fitted effect of over 55% in size
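Human K18 P301L tau (15 uM unlabeled plus 0.24 uM Alexa 594-labeled, final) in 100 mM sodium acetate pH 7 was mixed with compound and 20 uM heparin and incubated 6 hr at 37 C.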
Tau fibril FP – inhibitors of human tau fibril formation. Potency, µM (series often up to 57.7 µM), for inactives: at the top dose activity, negative = inhibition, actives largely listed as inhibitors. K18 P301L tau heparin fibrillization, Alexa594 FP, 6 h. 280,000 compounds, 0.39% hits; also: % is scaled to controls: 0 for no effect and ±100 for the full control effect; nearly all actives have a fitted effect of over 55% in size
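Read-out: fluorescence polarization of Alexa 594-labeled tau (0.24 uM), 555 nm excitation, 632 nm emission. Mixtures held 15 uM unlabeled K18 P301L, compound and 20 uM heparin, pH 7 acetate buffer, incubated 6 hr at 37 C.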
L3MBTL1 block – blocks human L3MBTL1. 230,000 compounds, 0.66% hits. AID 485360. AlphaScreen L3MBTL1–H3K9me1 peptide binding. Potency, µM (series often up to 57.1 µM), inactives show at the top dose activity, negative = inhibition, hits mostly inhibitors. Q9Y468; also: % is scaled to controls: 0 for no effect and ±100 for the full control effect; nearly all actives have a fitted effect of over 60% in size
Target sequence (Q9Y468 whole entry, looked up): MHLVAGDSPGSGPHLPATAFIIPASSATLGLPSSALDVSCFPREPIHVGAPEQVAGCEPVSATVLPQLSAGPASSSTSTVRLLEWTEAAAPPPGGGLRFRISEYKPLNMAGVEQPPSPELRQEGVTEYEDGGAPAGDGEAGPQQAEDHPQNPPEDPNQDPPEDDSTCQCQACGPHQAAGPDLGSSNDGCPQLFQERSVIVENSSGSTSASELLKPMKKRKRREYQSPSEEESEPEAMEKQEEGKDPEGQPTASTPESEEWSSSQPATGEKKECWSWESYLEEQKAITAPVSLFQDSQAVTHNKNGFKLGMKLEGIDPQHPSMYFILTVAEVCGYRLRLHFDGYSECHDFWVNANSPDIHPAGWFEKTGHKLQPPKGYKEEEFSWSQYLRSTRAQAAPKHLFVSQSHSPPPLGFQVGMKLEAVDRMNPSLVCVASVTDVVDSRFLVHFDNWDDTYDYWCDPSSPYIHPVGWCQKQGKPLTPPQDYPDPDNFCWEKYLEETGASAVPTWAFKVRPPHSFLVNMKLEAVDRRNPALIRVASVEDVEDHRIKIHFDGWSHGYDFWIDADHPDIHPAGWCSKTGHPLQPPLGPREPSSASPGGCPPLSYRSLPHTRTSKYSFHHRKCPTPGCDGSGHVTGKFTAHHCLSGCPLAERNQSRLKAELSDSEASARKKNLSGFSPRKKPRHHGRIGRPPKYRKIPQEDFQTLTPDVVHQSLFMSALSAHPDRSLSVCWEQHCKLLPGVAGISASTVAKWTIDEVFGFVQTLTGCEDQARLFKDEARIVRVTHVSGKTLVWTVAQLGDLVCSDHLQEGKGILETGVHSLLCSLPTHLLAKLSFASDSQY
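L3MBTL1 (50 nM) pre-complexed 30 min with biotinylated H3(1-15)K9me1 peptide (75 nM), then compounds added for 30 min at room temperature; AlphaScreen streptavidin donor/nickel chelate acceptor beads (10 ug/mL final) read after 30 min dark incubation.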
TRb SRC2 PPI – TRbeta-SRC2 interaction inhibition | TRbeta-SRC2 peptide binding, fluorescence polarization; receptor liganded with 1 µM T3 | 280,000 compounds, 0.065% hits | Potency, µM (highest dose often 106 µM), without a hit: top-dose activity change, negative = inhibition, usual class: inhibitors;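 also: plate controls were bound peptide for no effect and peptide without receptor for full effect; nearly all actives have a fitted effect of over 50% in size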
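Fluorescence polarization of 20 nM Texas Red SRC2 peptide with 0.6 uM human TRb ligand-binding domain, in Tris buffer with 1uM T3 and 5% DMSO. Incubated 5 hr ambient; normalized to unbound and bound controls.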
TR SRC2 fluor cs – alters Texas Red total fluorescence, flagging assay interference | TRb/SRC2 Texas Red total fluorescence interference | 280,000 compounds, 0.29% hits | Potency, µM (top dose mostly 106 µM), without a hit: at the highest dose fluorescence change, negative = quenching | AID 1479; active = well fitted curve in either direction with a large enough effect; inconclusive = small, poorly fitted or top-dose-only effect; also: % is scaled to controls: 0 for no effect and ±100 for the full control effect
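Human TRβ ligand-binding domain (0.6 uM) and Texas Red SRC2 peptide (20 nM) in Tris buffer with 1 uM T3 and 5% DMSO were incubated with pinned compound for 5 hr at ambient temperature. Total fluorescence was computed as S + 2P (555/632 nm).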
Numbers without * were called inactive; i = inactive; ? = inconclusive; · = not tested or not shown; [ ] = dose if it differs, or a comment. Unless noted, calls follow the shape of the dose curve; as a rule, active = well fitted curve in the direction sought with a large enough effect; inconclusive = small, poorly fitted or top-dose-only effect, or another doubt; inactive = no such curve, though single readings can be large; an effect the other way counts as inactive or inconclusive. Potency is read from the fitted curve at half-maximal effect.

1	O=C(N1CCOCC1)N1CCN(Cc2ccccc2)CC1
2	O=C(/C=C/c1cccc(OCc2ccccc2)c1)c1cccnc1
3	O=C(COC(=O)/C=C/c1cccc(Cl)c1)Nc1ccccc1-c1ccccc1
4	COc1ccccc1S(=O)(=O)Cc1ccc(C(=O)N2CCN(c3cccc(Cl)c3)CC2)o1
5	CC(C)(C)NC(=O)C(c1ccncc1)N(CC1CCCO1)C(=O)Cn1nnc(-c2ccc(F)cc2)n1 (stereo unspecified)
6	Cc1ccc(NC(=O)CSc2ncnc3ccccc23)cc1S(=O)(=O)N1CCCCCC1

Compound,1,2,3,4,5,6
RECQ1 inh,i,-12%,-7%,-10%,i,-9%
HTT cytoprotect,-3%,32%[10 µM],-1%[10 µM],-85%[inhibitor],·,13%[1.9 µM]
Tau fibril ThT,4%,-17%,?,?,-4%,-12%
Tau fluor cs,1%,7%,-17%,-24%,-4%,?
Tau fibril FP,1%,2%,-9%,10%,0%,?
L3MBTL1 block,8%,-13%,28%,-10%,-6%,-8%
TRb SRC2 PPI,6%,0%,-5%,-21%,-6%,-1%
TR SRC2 fluor cs,0%,?,-1%,-2%,-2%,-17%

7	COc1cc(/C=C/c2nc(C#N)c(N3CCCCCC3)o2)cc(OC)c1OC
8	O=C(NCc1ccco1)c1ccc2c(=O)n(CC3CCCO3)c(=S)[nH]c2c1 (stereo unspecified)
9	c1ccc2c(Nc3ccc4c(c3)OCCO4)c3c(nc2c1)CCCC3
10	CCS(=O)(=O)N1CCN(c2ccccn2)CC1
11	Cc1cc(C)nc(NC2=NCCN2C(=S)Nc2c(C)cccc2C)n1
12	Cc1cc(C(=O)Nc2nc3ccc(Cl)cc3s2)nn1C

Compound,7,8,9,10,11,12
RECQ1 inh,·,-7%,-5%,-10%,18%,-7%
HTT cytoprotect,·,-5%[1.9 µM],-14%,9%,3%,-1%[10 µM]
Tau fibril ThT,?,-11%,-16%,?,-4%,-7%
Tau fluor cs,?,-9%,-20%,-15%,0%,-4%
Tau fibril FP,12%,-6%,-2%,?,-3%,4%
L3MBTL1 block,·,-8%,·,·,2%[11.4 µM],2%
TRb SRC2 PPI,13%,-14%,-5%,-3%,2%,2%
TR SRC2 fluor cs,-5%,0%,-8%,-2%,-1%,-3%

13	C/C(=N\O)c1cccc(Br)c1
14	O=C(Nc1ccc(Oc2ccc3c(c2)C(=O)N(c2ccc(O)cc2)C3=O)cc1)c1cccs1
15	CCOC(=O)c1cc(-c2ccccc2)nn1-c1ccccn1
16	COc1ccc(S(=O)(=O)c2c(Nc3ccc(C)cc3)sc(C(=O)c3ccc(C)cc3)c2N)cc1
17	Cc1cccc(OCCNc2ccc([N+](=O)[O-])cn2)c1
18	COC(=O)CN(c1ccc2c(c1)OCCO2)S(=O)(=O)c1ccccc1

Compound,13,14,15,16,17,18
RECQ1 inh,0%,1%,-1%,·,-3%,i
HTT cytoprotect,14%[10 µM],-5%[10 µM],3%,·,13%[10 µM],-15%
Tau fibril ThT,-5%,1%,-3%,-1%,?,-10%
Tau fluor cs,-4%,2%,2%,-15%,-29%,-5%
Tau fibril FP,1%,14µM*,4%,-12%,-9%,-4%
L3MBTL1 block,-5%,-1%,·,·,·,7%
TRb SRC2 PPI,-5%,3%,1%,3%,5%,-2%
TR SRC2 fluor cs,-3%,-3%,-1%,2%,-1%,1%

19	O=C(Nc1nnc(C2CC2)s1)c1n[nH]c(=O)c2ccccc12
20	CC(=O)Nc1cccc(NC(=O)c2ccc(C(=O)Nc3cccc(NC(C)=O)c3)nc2)c1
21	CCc1cccc(NC(=O)CCS(=O)(=O)c2cccc3nonc23)c1
22	Cc1ccc(C2C3C(=O)N(c4ccccc4)C(=O)C3N3CCCN23)cc1 (stereo unspecified)
23	Cc1ccc(C)c(NC(=O)CN(C)S(=O)(=O)c2ccccc2)c1
24	CN1C(=O)c2ccccc2N(C)C1c1cccs1 (stereo unspecified)

Compound,19,20,21,22,23,24
RECQ1 inh,-11%,16%,-1%,13%,2%,i
HTT cytoprotect,13%[10 µM],·,-3%,-1%[10 µM],15%,-22%[10 µM]
Tau fibril ThT,-15%,-15%,-2%,-15%,-2%,3%
Tau fluor cs,-2%,-20%,-7%,-16%,-4%,2%
Tau fibril FP,7%,2%,-2%,-5%,-1%,-6%
L3MBTL1 block,3%,-12%,·,6%,·,-8%
TRb SRC2 PPI,2%,-9%,-11%,-3%,-6%,-17%
TR SRC2 fluor cs,-2%,-4%,-4%,1%,-2%,2%

25	CC1=CCC2C(=O)N(c3cccc(C(=O)N(C)C4CCCCC4)c3)C(=O)C2C1 (stereo unspecified)
26	CCN(CC)c1ccc(/C=N/NC(=S)NCc2ccccc2)cc1
27	Cn1c(SCC(=O)N2CCN(c3ccccc3)CC2)nnc1-c1cc2ccccc2o1
28	COc1cccc(C(=O)N/N=C/C(Br)=C/c2ccccc2)c1
29	O=C(Nc1cccc(F)c1)c1c(O)c2cccc3c2n(c1=O)CCC3
30	CCOc1cccc(-c2nn3c(-c4cc(C)[nH]n4)nnc3s2)c1

Compound,25,26,27,28,29,30
RECQ1 inh,-9%,7.1µM*,3%,-3%,i,i
HTT cytoprotect,1%[10 µM],-8%,-15%[0.074 µM],-5%[10 µM],4%[10 µM],-23%
Tau fibril ThT,-16%,-14%,?,-7%,-9%,-17%
Tau fluor cs,-9%,?,-3%,-7%,-14%,3%
Tau fibril FP,3%,11%,-1%,-2%,-1%,4%
L3MBTL1 block,11%,-12%,-2%,-13%,0%,-3%
TRb SRC2 PPI,-4%,-16%,-3%,-2%,9%,-14%
TR SRC2 fluor cs,0%,-1%,0%,-2%,-2%,-1%

Looked up by structure from the list above, 5 records:
25	CC1=CCC2C(=O)N(c3cccc(C(=O)N(C)C4CCCCC4)c3)C(=O)C2C1 (stereo unspecified)
28	COc1cccc(C(=O)N/N=C/C(Br)=C/c2ccccc2)c1
26	CCN(CC)c1ccc(/C=N/NC(=S)NCc2ccccc2)cc1
27	Cn1c(SCC(=O)N2CCN(c3ccccc3)CC2)nnc1-c1cc2ccccc2o1
30	CCOc1cccc(-c2nn3c(-c4cc(C)[nH]n4)nnc3s2)c1

Compound,25,28,26,27,30
RECQ1 inh,-9%,-3%,7.1µM*,3%,i
HTT cytoprotect,1%[10 µM],-5%[10 µM],-8%,-15%[0.074 µM],-23%
Tau fibril ThT,-16%,-7%,-14%,?,-17%
Tau fluor cs,-9%,-7%,?,-3%,3%
Tau fibril FP,3%,-2%,11%,-1%,4%
L3MBTL1 block,11%,-13%,-12%,-2%,-3%
TRb SRC2 PPI,-4%,-2%,-16%,-3%,-14%
TR SRC2 fluor cs,0%,-2%,-1%,0%,-1%

Other entries:
31	FC(F)(F)c1nnc2ccc(N3CCCC3)nn12
32	CCOC(=O)COc1ccc(S(=O)(=O)N2CCN(c3ccc(OC)cc3)CC2)cc1
33	COCCn1c(SCC(=O)Nc2ccccc2OC)nc2ccccc21
34	COc1cc(CNC(=O)C2CCCCN2S(=O)(=O)c2ccc(F)cc2)cc(OC)c1OC (stereo unspecified)
35	CCCNC(=O)c1ccc(CN2CCc3ccccc3C2)cc1
36	CCc1ccc(C2N=C(N)Nc3nc4ccccc4n32)cc1 (stereo unspecified)

Compound,31,32,33,34,35,36
RECQ1 inh,-15%,-1%,i,·,1%,·
HTT cytoprotect,7%,-1%[10 µM],4%[10 µM],·,23%[10 µM],·
Tau fibril ThT,-7%,-9%,0%,-11%,7%,-10%
Tau fluor cs,-5%,-15%,-5%,-12%,6%,-24%
Tau fibril FP,0%,2%,-5%,-1%,9%,5%
L3MBTL1 block,·,-17%,3%,·,-6%,·
TRb SRC2 PPI,-8%,-2%,6%,0%,1%,0%
TR SRC2 fluor cs,0%,1%,0%,0%,-2%,5%

37	O=C(NNc1c(Cl)cccc1Cl)c1c(F)cccc1Cl
38	COC(=O)c1ccc(-c2ccc(/C=N/NC(=O)CC3(C)OCCCO3)o2)cc1
39	C/C(=N\NC(=O)c1cccnc1)c1nnn(-c2nonc2N)c1C
40	CCCn1cnc2cc(NCc3ccc(OC)cc3OC)ccc21
41	COC(=O)c1ccccc1NC(=O)Cn1nc2n(C)c3ccccc3n2c(=O)c1=O
42	CCc1ccccc1NC(=O)CSc1nnc(-c2nonc2NC(C)=O)n1C

Compound,37,38,39,40,41,42
RECQ1 inh,-1%,i,8%,·,-7%,·
HTT cytoprotect,-9%[10 µM],-22%[10 µM],11%,·,6%[10 µM],·
Tau fibril ThT,-13%,?,1%,?,-17%,3%
Tau fluor cs,-14%,-3%,0%,-29%,-17%,-1%
Tau fibril FP,-3%,-1%,-6%,1%,?,-1%
L3MBTL1 block,-12%,25%,22%,·,8%,·
TRb SRC2 PPI,-1%,-10%,-3%,-1%,3%,3%
TR SRC2 fluor cs,-2%,-2%,0%,-7%,0%,1%

43	CC(C)C(=O)Nc1ccc(NC(=S)NC(=O)c2ccc([N+](=O)[O-])cc2)cc1
44	COc1cc2[nH]c(=O)n(Cc3ccc(C(=O)NCC4CCCO4)cc3)c(=O)c2cc1OC (stereo unspecified)
45	COCCn1nnnc1C(c1ccccn1)N1CCN(c2cc(Cl)ccc2C)CC1 (stereo unspecified)
46	C=CCn1c(C(C)NC(=O)c2cccc(C)c2)n[nH]c1=S (stereo unspecified)
47	O=C(COC(=O)c1cccs1)NCC1CCCCC1
48	O=C(Nc1nnc(CCN2CCOCC2)s1)C1CCCCC1
49	COC(=O)Cn1c(CCC(=O)O)ccc1-c1ccccc1

Compound,43,44,45,46,47,48,49
RECQ1 inh,-16%,-3%,i,15%,-6%,15%,-11%
HTT cytoprotect,-21%,-19%,3%,·,-1%,-26%[0.074 µM],1%
Tau fibril ThT,7.1µM*,-20%,-15%,-3%,-1%,2%,-9%
Tau fluor cs,-28%,-8%,-2%,0%,-2%,9%,-5%
Tau fibril FP,-2%,-5%,5%,-3%,5%,9%,1%
L3MBTL1 block,-1%,-2%,·,3%,-27%,·,·
TRb SRC2 PPI,-7%,-6%,-1%,0%,-3%,-2%,5%
TR SRC2 fluor cs,0%,-3%,-4%,-3%,-2%,1%,1%

This is a subset; rates above refer to the full screens.
